OX1R antag-1: antagonists of human orexin 1 receptor (OX1R) | OX1R-expressing cells, FRET antagonist read-out | inhibition, % at 6.6 µM | hit rate 1.8% among 330,000 | AID 485270, 2010; in the data active means inhibition mostly above about 38%, no sharp cut-off; inactive means mostly below about 40%;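 further: 0% = agonist challenge alone and 100% = reference antagonist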
Target sequence (O43613 whole entry, looked up): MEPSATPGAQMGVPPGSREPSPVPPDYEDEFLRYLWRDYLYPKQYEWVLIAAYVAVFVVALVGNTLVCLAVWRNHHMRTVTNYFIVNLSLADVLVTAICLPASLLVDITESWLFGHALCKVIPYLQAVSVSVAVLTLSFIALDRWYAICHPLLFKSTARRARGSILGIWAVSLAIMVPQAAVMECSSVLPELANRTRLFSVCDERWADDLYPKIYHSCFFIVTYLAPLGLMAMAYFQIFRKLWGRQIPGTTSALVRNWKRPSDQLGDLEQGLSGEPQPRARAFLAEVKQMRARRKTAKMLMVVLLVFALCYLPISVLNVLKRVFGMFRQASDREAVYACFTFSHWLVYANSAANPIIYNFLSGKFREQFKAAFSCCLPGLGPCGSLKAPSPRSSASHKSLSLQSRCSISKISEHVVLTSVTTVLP
OX1R antag-2: OX1R (HCRTR1) antagonists, primary screen, fluorescence, CHO/OX1R cells, Fluo-8 calcium, orexin A. hit rate 0.43% among 330,000. inhibition, % at 5 µM. Orexin/Hypocretin receptor type 1 (Homo sapiens), O43613. Fluo-8 calcium fluorescence. AID 434989, 2010;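 active means inhibition above its plate's threshold, mean inhibition of all tested compounds on the plate plus 3 SD, cut at about 37% in these data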;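 further: 0% = orexin A challenge wells and 100% = SB-334867-A antagonist wells; not every result past the cut was called active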
STK33 kinase inh: inhibitors of purified STK33 kinase, primary screen, biochemical, ADP-Glo luminescence, homogeneous, cell-free. Serine/threonine-protein kinase 33 (Homo sapiens), Q9BYT3. MBP phosphorylation. inhibition, % at 10 µM. hit rate 0.073% among 320,000. AID 2661, 2010;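 active means inhibition at or above 25%, using the most active replicate where run in duplicate; inactive means inhibition below 25%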
Target sequence (Q9BYT3 whole entry, looked up): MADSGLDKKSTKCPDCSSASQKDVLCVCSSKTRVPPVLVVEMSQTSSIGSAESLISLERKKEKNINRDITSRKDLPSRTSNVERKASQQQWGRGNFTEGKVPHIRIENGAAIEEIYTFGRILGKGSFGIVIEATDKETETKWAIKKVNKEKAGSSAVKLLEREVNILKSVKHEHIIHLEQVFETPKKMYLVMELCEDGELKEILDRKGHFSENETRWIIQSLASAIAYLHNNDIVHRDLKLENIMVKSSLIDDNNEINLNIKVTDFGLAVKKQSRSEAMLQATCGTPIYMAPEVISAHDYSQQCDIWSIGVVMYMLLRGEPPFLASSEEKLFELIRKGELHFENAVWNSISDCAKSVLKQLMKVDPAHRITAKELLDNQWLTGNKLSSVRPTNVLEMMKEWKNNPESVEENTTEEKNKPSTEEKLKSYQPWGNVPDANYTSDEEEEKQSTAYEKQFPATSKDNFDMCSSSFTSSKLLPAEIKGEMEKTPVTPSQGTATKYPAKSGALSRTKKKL
Starred values were filed as active, the others as inactive; x = no result given.

SMILES | OX1R antag-1 | OX1R antag-2 | STK33 kinase inh
N#Cc1ccsc1NC(=O)CN1CCN(S(=O)(=O)c2ccccc2C(F)(F)F)CC1 | 38 | 4 | -2.1
CCOC(=O)c1cc(-c2ccco2)nc2c1c(C)nn2-c1cccc(Cl)c1 | 12 | -19 | -0.4
Cc1ccc(NC(=O)CSc2ncccn2)cc1S(=O)(=O)N1CCOCC1 | 1 | -11 | 1.5
Cc1cccc(-n2c(=S)[nH]c3nc4c(cc3c2=O)COC(C)(C)C4)c1 | 11 | -8 | -0.7
Cc1cc(N2CCN(C)CC2)nc2ccc(NC(=O)c3ccccc3F)cc12 | 0 | -16 | 0.4
Cc1ccnc(NS(=O)(=O)c2ccc(NC(=O)C3CC3)cc2)n1 | 4 | -5 | 0.2
Cc1ccc(S(=O)(=O)N2CCN=C2SCc2ccc(Cl)c(Cl)c2)cc1 | 29 | 26 | 8.8
COc1ccccc1CC(=O)NCC1CCCO1 (stereo not drawn) | -1 | -24 | -0.7
CCOC(=O)CSc1nc(-c2ccc3c(c2)OCO3)ccc1C#N | 15 | -14 | 3.4
COc1ccc(CNCCSc2nnnn2C)cc1OC | 18 | -13 | 0.0
CCCCC(=O)N/C(N)=N/c1nc2ccccc2o1 | 4 | -13 | 0.5
CCOc1ccc(NC(=O)CN2CCC(n3cnc4cc(F)ccc43)CC2)cc1 | 0 | -27 | -0.6
CCC(=O)N1c2ccccc2NC2=C(C(=O)CC(C)(C)C2)C1c1ccc(O)c(OC)c1 (stereo not drawn) | 4 | -3 | -1.3
Cc1cc(C)nc(-n2nc(C)c3c(C(F)F)cc(C)nc32)n1 | 20 | -6 | -1.5
O=C(c1cc2ccccc2c(=O)o1)N1CCCC1 | 22 | -11 | 0.1
O=C(Cc1c[nH]c2ccccc12)NCc1ccc2c(c1)OCO2 | 11 | -6 | 0.7
Fc1ccc(C2c3cccn3CCN2C(=S)Nc2cccc(F)c2)cc1 (stereo not drawn) | 12 | -20 | -0.9
O=C(O)c1cnn2cc(-c3[nH]ncc3[N+](=O)[O-])cnc12 | 22 | 4 | 0.2
CCOC(=O)c1c(C)[nH]c(C)c1S(=O)(=O)N(C)CC(=O)Nc1ccccc1OC | 4 | -16 | -1.5
CCOc1cc(C=O)ccc1OCCSc1ccc(Cl)cc1 | 8 | -14 | -1.4
CC(=O)OC1CC(n2ccc(NC(=O)c3ccccc3)nc2=O)OC1CO (stereo not drawn) | 16 | -14 | -2.0
COc1cc(O)c(C(CC(=O)N2CCCC(C)C2)c2ccc3c(c2)OCO3)c(OC)c1 (stereo not drawn) | 30 | -19 | 0.5
FCCCOc1ccc(/C=N/OCc2ccc(Cl)cc2Cl)cc1 | 6 | -4 | -4.3
COc1cc2cnc(-c3ccccc3)c(-c3cc(OC)c(OC)c(OC)c3)c2cc1OC | 20 | -4 | 0.5

A different layout for some results above:
| SMILES | OX1R antag-1 | OX1R antag-2 | STK33 kinase inh |
| --- | --- | --- | --- |
| Cc1ccc(S(=O)(=O)N2CCN=C2SCc2ccc(Cl)c(Cl)c2)cc1 | 29 | 26 | 8.8 |
| COc1ccccc1CC(=O)NCC1CCCO1 (stereo not drawn) | -1 | -24 | -0.7 |
| CCOC(=O)CSc1nc(-c2ccc3c(c2)OCO3)ccc1C#N | 15 | -14 | 3.4 |
| COc1ccc(CNCCSc2nnnn2C)cc1OC | 18 | -13 | 0.0 |
| CCCCC(=O)N/C(N)=N/c1nc2ccccc2o1 | 4 | -13 | 0.5 |
| CCOc1ccc(NC(=O)CN2CCC(n3cnc4cc(F)ccc43)CC2)cc1 | 0 | -27 | -0.6 |
| CCC(=O)N1c2ccccc2NC2=C(C(=O)CC(C)(C)C2)C1c1ccc(O)c(OC)c1 (stereo not drawn) | 4 | -3 | -1.3 |
| Cc1cc(C)nc(-n2nc(C)c3c(C(F)F)cc(C)nc32)n1 | 20 | -6 | -1.5 |
| O=C(c1cc2ccccc2c(=O)o1)N1CCCC1 | 22 | -11 | 0.1 |
| O=C(Cc1c[nH]c2ccccc12)NCc1ccc2c(c1)OCO2 | 11 | -6 | 0.7 |
| Fc1ccc(C2c3cccn3CCN2C(=S)Nc2cccc(F)c2)cc1 (stereo not drawn) | 12 | -20 | -0.9 |
| O=C(O)c1cnn2cc(-c3[nH]ncc3[N+](=O)[O-])cnc12 | 22 | 4 | 0.2 |
| CCOC(=O)c1c(C)[nH]c(C)c1S(=O)(=O)N(C)CC(=O)Nc1ccccc1OC | 4 | -16 | -1.5 |
| CCOc1cc(C=O)ccc1OCCSc1ccc(Cl)cc1 | 8 | -14 | -1.4 |
| CC(=O)OC1CC(n2ccc(NC(=O)c3ccccc3)nc2=O)OC1CO (stereo not drawn) | 16 | -14 | -2.0 |

Further structures
SMILES | OX1R antag-1 | OX1R antag-2 | STK33 kinase inh
Nn1c(SCC(=O)N2CCc3ccccc3C2)nnc1-c1cccs1 | 15 | -29 | -2.0
N[C@@H](Cc1ccccc1)c1nnc(SCc2ccccc2F)o1 | 5 | -26 | -1.9
CC(=O)Nc1ccc(S(=O)(=O)N2CCCCC2C(=O)O)cc1 (stereo not drawn) | 7 | -4 | -2.1
CCOC(=O)CN1C(=O)S/C(=C/c2cc(C)n(C)c2C)C1=O | 38 | -13 | -1.7
COc1cc(/C=C(\C#N)C(=O)Nc2ccccc2)ccc1OCCN1CCOCC1 | 10 | 1 | 3.0
Cc1cc(C)c(NC(=O)c2ccccc2N(C)S(C)(=O)=O)c(C)c1 | 6 | -11 | -2.6
COc1ccc(C(=O)NNC(=O)CSc2nnnn2-c2cc(OC)cc(OC)c2)cc1 | 14 | -14 | -2.8
CCC(C)c1ccc(N(C(=O)c2ccco2)C(C(=O)NC2CCCC2)c2cccnc2)cc1 (stereo not drawn) | 19 | -44 | -2.4
COc1cc(S(=O)(=O)Nc2ccc(C)cc2)ccc1N=Cc1c(C)[nH]n(-c2ccc(C)cc2)c1=O | 7 | -16 | -1.9
Cc1ccc(S(=O)(=O)N2C[C@@H]3[C@H]4CC[C@H](C4)[C@@H]3[C@@H](C)[C@@H]2c2ccn([Si](C(C)C)(C(C)C)C(C)C)c2)cc1 | 6 | -5 | x
C/C(N)=C(/C#N)C(=O)COC(=O)c1ccc(OCC2CCCO2)cc1 (stereo not drawn) | 21 | -5 | -0.6
Cc1cccc(C(=O)Nc2ccccc2C(=O)OCc2c(C)noc2C)c1 | 24 | -49 | 0.9
Cc1nnsc1-c1c(C(=O)O)c(C)nn1-c1ccc(OC(F)(F)F)cc1 | 7 | -7 | -1.6
CCCn1cc(S(=O)(=O)c2ccc(C)cc2)c(=O)c2cc(OC)ccc21 | 15 | -24 | 1.5
CC(=O)N1CCN(Cc2nc3cc(NC(=O)c4ccccc4C)ccc3n2C)CC1 | 3 | -23 | -0.3
Cc1cccc(C(=O)Nc2nnc(Cc3ccccc3)s2)c1 | 22 | -14 | -5.0
CC(NS(=O)(=O)c1ccc(Br)cc1)C(=O)NCC1CCCO1 (stereo not drawn) | 7 | -14 | 0.0
O=c1[nH]cn[nH]1 | 12 | -7 | 1.4
CCOC(=O)C1CCCN(c2c(Nc3ccc(C)c(C)c3)c(=O)c2=O)C1 (stereo not drawn) | 8 | -15 | -1.9
COc1ccc(NC(=O)C(NC(=O)Cc2cccs2)c2ccc(C)cc2)cc1 (stereo not drawn) | 19 | -13 | x
CC(C)(C)n1nnnc1C(c1ccc(F)cc1)N1CCN(Cc2ccc3c(c2)OCO3)CC1 (stereo not drawn) | 6 | -20 | 1.2
COC(=O)COc1cc(C)cc2oc(=O)c(CC(=O)OC)c(C)c12 | 11 | -11 | -0.1
COc1cc(/C=N/N2C(=O)C3C4c5ccccc5C(c5ccccc54)C3C2=O)ccc1O (stereo not drawn) | 8 | -25 | -1.5
O=C(NC1CC(=O)N(c2ccc(Cl)cc2)C1)N1CCN(C(=O)c2ccco2)CC1 (stereo not drawn) | 13 | -25 | 0.7
COc1ccccc1NC(=O)Cn1ccn(-c2cccc3ccccc23)c(=O)c1=O | 11 | -24 | -1.3
C#CCSc1nc(Cc2ccc(Cl)cc2)nc2ccccc12 | 5 | -39 | -0.3
Cc1ccc(S(=O)(=O)NC2(C(F)(F)F)NC(=O)N(c3ccccc3F)C2=O)cc1 (stereo not drawn) | 11 | -7 | 0.5
O=C(O)c1csc(-c2ccccc2)n1 | 8 | 12 | 0.1
COc1cc(OC)cc(C(=O)Nc2ncc3c(n2)CC(C)(C)CC3=O)c1 | 5 | -22 | -0.4
Cc1ccc(-c2cc(C(=O)N3CCOCC3)no2)cc1 | 13 | 2 | 0.5
CCN1C(=O)c2cccc3c(S(=O)(=O)NCCc4c[nH]c5ccccc45)ccc1c23 | 81* | 38 | 1.1
CCc1cc2c(CN3CCN(C)CC3)cc(=O)oc2cc1O | 19 | -10 | 1.8
CCOc1cc(CN2CCCC(C(=O)c3cccc(C(F)(F)F)c3)C2)ccc1O (stereo not drawn) | 22 | -29 | -0.3
O=S(=O)(NC1CCCC1)c1ccccc1Br | 31 | -11 | 0.8
O=C(c1cc2ccccc2o1)N1CCCCCC1 | 3 | -4 | 0.1
COc1ccc(/C=N\NS(=O)(=O)c2ccc(Cl)cc2)cc1COc1ccccc1[N+](=O)[O-] | 20 | -16 | -2.0
COc1ccc(OC)c(NC(=O)NC2(C(F)(F)F)Oc3ccccc3O2)c1 | 30 | -20 | -1.8
COc1ccccc1NC(=O)CC12CC3CC(CC(Br)(C3)C1)C2 | 23 | -26 | 0.1
O=C(NCCCN1CCOCC1)c1ccc2c(c1)N(Cc1ccccc1)C(=O)c1ccccc1S2=O (stereo not drawn) | 16 | -30 | 0.5
N#C/C(=C\c1ccc(F)cc1F)S(=O)(=O)c1ccccn1 | 3 | 7 | -1.0
COc1c(Cl)cc(Cl)cc1C(=O)Nc1ccc(NC(C)=O)cc1 | 10 | -30 | -1.5
Cc1cc(C)c2c(CC(=O)Nc3ccc(Cl)cn3)coc2c1 | 23 | -31 | 3.0
COc1ccc(/C=C(/NC(=O)c2ccco2)C(=O)NCCc2ccccc2)cc1 | 21 | -20 | 0.7
Cn1c(NCc2ccccc2)cc(=O)n(C)c1=O | 21 | -11 | -0.2
COc1ccccc1NC(=O)COc1cccc(-n2cnnn2)c1 | 8 | -14 | 1.1
CCN(C(=O)COC(=O)c1cnc(C)cn1)C1CCS(=O)(=O)C1 (stereo not drawn) | 7 | -2 | -0.3
COC(C(=O)NNS(=O)(=O)c1ccc([N+](=O)[O-])cc1)c1ccccc1 (stereo not drawn) | 19 | -12 | 0.4
COc1ccc(NS(=O)(=O)c2csc(C(N)=O)c2)cc1OC | 8 | -30 | -1.0
COc1ccc(N(CC(=O)N2CCN(c3ccc(Cl)cc3)CC2)S(=O)(=O)c2c(C)n[nH]c2C)cc1 | 7 | -9 | -3.0
CCCCn1c(N)c(N(CCOC)C(=O)c2c(CC)noc2C)c(=O)[nH]c1=O | 1 | -15 | -1.6
Cc1nnc(SCC2=C(C(=O)O)N3C(=O)C(NC(=O)C(C)n4nc(C(F)(F)F)cc4C)C3SC2)s1 (stereo not drawn) | -5 | -3 | -0.6
Cc1cccc(COC(=O)Nc2ccc(NC(=O)c3ccccc3Cl)cc2)c1 | 19 | 2 | 0.8
C=CCSc1nnc(COc2ccc(=O)n(-c3ccccc3)n2)n1CC | 2 | -16 | -0.5
COc1ccc(C(=O)C[n+]2ccc(N)c(C)c2C)cc1 | 11 | -1 | -1.5
CCOC(=O)C(NC(=O)c1ccccc1F)(Nc1cc(C)on1)C(F)(F)F (stereo not drawn) | 6 | -7 | -0.8
CCOC(=O)c1c(NC(=O)c2ccco2)sc2c1CCCCC2 | 11 | -54 | -2.3
COCCN(C(=O)Cn1nnc2ccccc21)C(C(=O)NC1CCCC1)c1cc(OC)ccc1OC (stereo not drawn) | 14 | -24 | -1.2
CCOc1ccccc1NC(=O)N1CCCC(c2nc3c(nnn3Cc3ccc(C)cc3)c(=O)[nH]2)C1 (stereo not drawn) | 7 | -38 | x
COc1ccc(OC)c(NS(=O)(=O)c2ccc3c(c2)n(C)c(=O)n3C)c1 | 23 | -13 | -0.1
CC1CCc2[nH]c3ccc(C(=O)NCCCOC(C)C)cc3c2C1 (stereo not drawn) | 21 | -19 | 0.2

(more compounds)
SMILES | OX1R antag-1 | OX1R antag-2 | STK33 kinase inh
CC(=O)c1cnc2c(-c3ccccc3)c(-c3ccccc3)nn2c1C | 16 | -16 | 0.4
O=c1[nH]n(-c2ccccn2)c(=O)c2ccccc12 | 33 | -12 | -0.6
COc1ccc(NC(=O)CN(C)C(=O)c2cc(C3CC3)nn2-c2ccccc2)cc1 | 1 | 0 | -0.3
Cc1cc2ccccc2c(=O)n1CC(=O)NCC(=O)N1CCCC(C)C1 (stereo not drawn) | 23 | -13 | -1.1
COc1ccc(NC(=O)c2sc3nc(C)nc(N4CCN(c5ccccn5)CC4)c3c2C)cc1Cl | 15 | -20 | -0.9
O=C(O)CCCC(=O)Nc1ccc(N2CCCC2)cc1 | 5 | -13 | -0.4
Cc1ccc(C)c(S(=O)(=O)N(C)C2CCS(=O)(=O)C2)c1 (stereo not drawn) | 20 | -1 | -1.6

Source: PubChem (several laboratories)
